# Ub-GFP proteasome = Ubiquitin-GFP Assay | Ubiquitin-GFP reporter cells, proteasome inhibition, GFP fluorescence; response scale: untreated = 0%, 10 µM MG-132 = 100% | Potency, µM (titrated, usually from 45.9 µM), for the others: top-dose activation (GFP accumulation), most hits filed as activators | 67,000 tested, under 10 active | AID 526, 2006; active = well fitted activation curve with a large enough effect, not every such curve was filed as active; inconclusive = small, poorly fitted or top-dose-only effect, or another doubt; inactive = no such curve, though single readings can be large or run the other way; also: potency is read from the fitted curve at half-maximal effect
#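 U2OS Ub(G76V)-GFP reporter; O/N plating, 0.5% FBS; cpd 46 uM–2.9 nM, 4 h, 37 °C; GFP+ cell count, 488/515 nm; norm. to basal vs 10 uM MG-132; CRC fit.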
# Epigenetic mod = qHTS Assay for Epigenetic Modulators | mouse C127i GFP locus derepression, cytometry, 30 h | Potency, µM (titrated, usually from 46.1 µM), inactives show at the top dose GFP derepression (activation) | actives 0.09% (n = 68,000); also: % of control where 0% means no effect
#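 Murine C127i mammary cells carrying a silenced, stably integrated CMV-driven GFP reporter were treated with compound for 30 hours at 37 C. After PBS washes, GFP-positive cells were counted by laser-scanning microplate cytometry.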
# Fluorescein fluor = qHTS Assay for Spectroscopic Profiling in Fluorescein Spectral Region; Compound autofluorescence, 480/540 nm, fluorescein-equivalent; hits give high values; max fluorescein-equivalent concentration, M; actives 0.91% (n = 59,000); AID 593, 2007; in the data active = max fluorescein-equivalent concentration above about 10 nM; inconclusive = between about 1.1 nM and that limit
#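 First, buffer (100 mM Tris, pH 8.0) dispensed; second, compounds and fluorescein standards pinned in; third, 15 min room-temperature incubation; finally, imaging at ex 480 nm/em 540 nm. Fluorescence normalized against the six-point fluorescein curve.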
# ERK AVP inh = qHTS Assay for Inhibitors of the ERK Signaling Pathway using a Homogeneous Screening Assay | HEK293-V1b, vasopressin-stimulated pERK AlphaScreen | Potency, µM (titrated, usually from 57.5 µM), for inactives: top-dose activity, negative = inhibition, actives largely listed as inhibitors | actives 0.99% (n = 72,000); also: potency is read from the fitted curve at half-maximal effect; % is scaled to controls: 0 for no effect and ±100 for the full control effect; nearly all actives have a fitted effect of over 55% in size
#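 qHTS, compounds titrated on V1b-expressing HEK293 cells. Preincubation 30 min at 37C, vasopressin 25 nM for 5 min, lysis 10 min, bead incubation 5 hr at room temperature.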
# Hsp90 Hop PPI = qHTS Assay for Disrupters of an Hsp90 Co-Chaperone Interaction; AlphaScreen TPR2A-His6 binding biotin-Hsp90 C-terminal peptide; Potency, µM (highest dose often 57 µM), without a hit: at the highest dose activity change, negative = inhibition; actives 0.44% (n = 71,000); AID 595, 2007; active = well fitted curve in either direction with a large enough effect; inconclusive = small, poorly fitted or top-dose-only effect, or another doubt; also: potency is read from the fitted curve at half-maximal effect; % is scaled to controls: 0 for no effect and ±100 for the full control effect; many of its hits are not listed in these tables
# Texas Red fluor = qHTS Assay for Spectroscopic Profiling in Texas Red Spectral Region | Compound fluorescence, Texas Red channel, 547/618 nm; hits give high values | max dye-equivalent concentration, M | actives 0.06% (n = 59,000); in the data active = max dye-equivalent concentration above about 10 nM; inconclusive = between about 1.1 nM and that limit
#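 Fluorescence at ex 547/em 618 nm, normalized against an on-plate Texas Red standard series to give dye-equivalent concentration per compound concentration. Buffer 100 mM Tris, pH 8.0; 15 min RT incubation before CCD imaging.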
# CRE Fsk mod = Cell signaling CRE-BLA (Fsk stim); CHO CRE-bla reporter (cAMP response element driving beta-lactamase), forskolin EC10, beta-lactamase ratio; Potency, µM (series often up to 38.2 µM), without a hit: at the highest dose activity change, negative = inhibition, most hits filed as activators; actives 2.5% (n = 71,000); AID 662, 2007; active = well fitted activation curve with a large enough effect in the signal ratio, with a control signal flat, not every such curve was filed as active; inconclusive = small, poorly fitted or top-dose-only effect, or effect the other way, or a change in a side signal; the % refers to the signal ratio; also: potency is read from the fitted curve at half-maximal effect; % of control where 0% means no effect
#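 Modulation of forskolin signalling: compounds in titration series added with EC10 NKH 477 to CHO cells carrying a CRE-driven beta-lactamase reporter, 3 h, 37C. CCF4 FRET ratio (460/530 nm, ex 405 nm) gives %activity and AC50.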
# FLuc inh = qHTS Assay for Inhibitors of Firefly Luciferase; Potency, µM (doses to about 57.1 µM), inactives show at the top dose activity change, negative = inhibition, usual class: inhibitors; Luciferin 4-monooxygenase (Photinus pyralis), P08659; purified firefly luciferase, luminescence, 8 min; actives 2.2% (n = 72,000); also: potency is read from the fitted curve at half-maximal effect; % is scaled to controls: 0 for no effect and ±100 for the full control effect; nearly all actives have a fitted effect of over 40% in size
# Target sequence (P08659 whole entry, looked up): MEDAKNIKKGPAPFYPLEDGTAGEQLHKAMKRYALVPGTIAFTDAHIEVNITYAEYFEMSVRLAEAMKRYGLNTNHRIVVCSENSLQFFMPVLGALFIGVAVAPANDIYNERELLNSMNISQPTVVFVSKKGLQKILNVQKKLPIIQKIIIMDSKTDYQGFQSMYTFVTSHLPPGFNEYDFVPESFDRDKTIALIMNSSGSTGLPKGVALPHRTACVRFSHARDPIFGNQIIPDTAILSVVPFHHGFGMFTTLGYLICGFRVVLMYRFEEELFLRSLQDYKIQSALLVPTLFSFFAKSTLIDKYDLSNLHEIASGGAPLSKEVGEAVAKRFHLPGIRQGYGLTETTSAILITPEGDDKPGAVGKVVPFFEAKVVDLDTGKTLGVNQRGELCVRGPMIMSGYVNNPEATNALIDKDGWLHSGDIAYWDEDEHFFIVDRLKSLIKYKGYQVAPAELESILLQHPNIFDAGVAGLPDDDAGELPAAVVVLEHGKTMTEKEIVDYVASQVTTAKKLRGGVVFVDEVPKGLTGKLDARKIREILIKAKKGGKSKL
#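 Inhibition of light generation by firefly luciferase from ATP and luciferin was profiled with concentration-response curves per sample, ATP held at 10 uM within the enzyme's linear range. Plates were read by luminescence after an 8-minute ambient incubation.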
# 4-MU autofl = qHTS Assay for Spectroscopic Profiling in 4-MU Spectral Region | compound autofluorescence, 340/450 nm, 4-MU equivalents; hits give high values | max dye-equivalent concentration, M | actives 11% (n = 59,000) | AID 589, 2007; in the data active = max dye-equivalent concentration above about 10 nM; inconclusive = mostly about 1.1 nM to 9.6 nM
#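 Intrinsic fluorescence at 340/450 nm (ex/em) was read after 15 min at room temperature in pH 8.0, 100 mM Tris. Each compound concentration expressed as 4-MU-equivalent concentration from a six-point 4-MU standard series on each plate.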
# A350 autofl = qHTS Assay for Spectroscopic Profiling in A350 Spectral Region | Compound autofluorescence, 340/450 nm, Alexa 350 dye-equivalents; hits give high values | max dye-equivalent concentration, M | actives 11% (n = 59,000) | AID 590, 2007; in the data active = max dye-equivalent concentration above about 10 nM; inconclusive = mostly about 1.1 nM to 9.6 nM
# HBB splicing = qHTS Assay for Modulators of Hemoglobin Beta Chain Splicing; actives 0.06% (n = 65,000); Potency, µM (top dose mostly 46.1 µM), for the others: at the top dose activation, actives largely listed as activators; HBB splicing reporter cell assay, activation; EGFP reporter with mutant IVS2-654 intron; response scale: normalised to 500 nM splice-correcting PNA; AID 925, 2007; also: potency is read from the fitted curve at half-maximal effect; 0% is about no effect
#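 Compounds were applied for 2 days to HeLa EGFP-654 cells, 500/well in Optimem with 2% FCS. The reporter's EGFP is disrupted by mis-splicing of beta-globin intron IVS2-654. Readout: summed well GFP fluorescence from 488 nm laser scanning; reference was 500 nM antisense […] 654 PNA.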
# Starred values were filed as active, the others as inactive; i = inactive; ? = inconclusive; nt = no result given; [ ] = remark or other dose. Unless noted, calls follow the shape of the dose curve; as a rule, active = well fitted curve in the direction sought with a large enough effect; inconclusive = small, poorly fitted or top-dose-only effect, or another doubt; inactive = no such curve, though single readings can be large; an effect the other way counts as inactive or inconclusive.
# Below each SMILES – Ub-GFP proteasome | Epigenetic mod | Fluorescein fluor | ERK AVP inh | Hsp90 Hop PPI | Texas Red fluor | CRE Fsk mod | FLuc inh | 4-MU autofl | A350 autofl | HBB splicing
1	COCCN(CC(=O)Nc1ccc(F)cc1)S(=O)(=O)c1ccc(S(=O)(=O)N2CCCC2)cc1
    5.9% | -0.1% | ? | -3.4% | -3.0% | ? | ? | ? | i | i | -4.7%
2	CC(C)OC(=O)c1cccc(C(=O)OCc2ccco2)n1
    22.8% | 1.1% | i | 14.6% | -2.7% | i | ? | -1.9% | ? | ? | -1.5%
3	O=c1c(C/C=C/c2ccccc2)c(O)nc2n1CCCS2
    -6.0% | 0.0% | ? | -6.4% | -2.4% | i | -20.3% | 3.6% | i | ? | 0.3%[0.369 µM]
4	CCOC(=O)COc1cccc2c(=O)n(CC(=O)N3CCN(C(=O)OCC)CC3)ccc12
    -5.9% | nt | nt | nt | -3.5% | nt | 0.3% | -0.1% | nt | nt | 0.2%
5	CCOc1ccccc1C(=O)NC(C(=O)Nc1ccccc1N1CCOCC1)C(C)C (stereo unspecified)
    0.8% | 0.0% | ? | 4.8% | 0.5% | i | ? | -2.0% | i | ? | -1.1%
6	CCOC(=O)C(C(=O)OCC)C1N=C(N)N=C2Oc3ccccc3N21 (stereo unspecified)
    -6.5% | -1.2% | ? | 8.0% | -7.5% | i | -6.2% | 5.2% | 2.81e-07M* | 4.2e-07M* | -3.9%
7	CSc1ncc(Cl)c(C(=O)Nc2ccc(S(=O)(=O)N3CCOCC3)cc2)n1
    0.0% | -2.7% | i | 5.3% | -2.1% | i | -5.3% | -0.1% | i | i | -0.4%
8	N[C@H](Cc1ccc(F)cc1)C(=O)O
    8.1% | 1.1% | ? | 7.5% | -6.2% | i | 8.5% | -0.1% | 5.61e-08M* | 5.09e-08M* | 1.7%
9	COc1ccc2[nH]c3c(=O)n(CCCCC(=O)N4CCC(C(N)=O)CC4)c(=S)[nH]c3c2c1
    -9.3% | 0.0% | i | -19.5% | -2.9% | ? | -12.5% | -6.4% | 4.56e-08M* | 1.04e-08M* | -1.3%[1.84 µM]
10	O=c1c(-c2cc(F)cc(F)c2)nc2cncnc2n1Cc1ccccc1
    -2.7% | -2.2%[9.22 µM] | ? | ? | -4.6% | i | ? | 0.5%[11.4 µM] | i | i | -2.9%
11	CCOc1ccc(-c2nn3c(-c4ccc(F)cc4)nnc3s2)cc1
    0.6% | 0.0% | ? | -9.7% | 2.9% | ? | 8.9% | 1.8% | i | i | 0.1%
12	c1coc(-c2nnc3sc(C4CCCCC4)nn23)c1
    nt | -3.8%[20.6 µM] | i | nt | nt | i | nt | 0.0%[25.5 µM] | i | i | nt
13	O=C(CSc1nc2ccccc2c2ccccc12)c1ccccc1
    2.2%[9.17 µM] | -1.2%[9.22 µM] | ? | -1.4%[11.5 µM] | 7.1%[11 µM] | i | ? | -1.7%[11.4 µM] | i | i | 3.1%[9.22 µM]
14	O=C(CCC(=O)N1CCN(C2CCCC2)CC1)Nc1nnc(C(F)(F)F)s1
    -5.6% | -2.2% | ? | -10.4% | 0.8% | i | 10.0% | 0.8% | i | i | 1.7%[57.5 µM]
15	COc1ccc(CCC(=O)N2c3ccccc3CC2C)cc1 (stereo unspecified)
    1.1% | 1.1% | i | 19.2% | 8.3% | i | 2.2% | -9.4% | i | i | 3.9%
16	CC(=O)[C@@]1(O)CC[C@H]2[C@@H]3CCC4=CC(=O)CC[C@]4(C)[C@H]3[C@@H](O)C[C@@]21C
    nt | 0.0%[20.6 µM] | ? | nt | nt | i | nt | -0.2%[25.5 µM] | i | i | nt
17	CCCCn1c2c(c(=N)c3c1CCC3)CCC2
    2.9% | 2.6% | i | 4.8% | -4.1% | ? | 7.3% | -3.8% | i | i | -0.2%
18	COc1cc(S(=O)(=O)N2CCC(O)(c3cccc(C(F)(F)F)c3)CC2)ccc1-n1cnnn1
    -1.1% | 0.0% | i | 10.1% | 62.9% | i | -11.7% | 0.6% | i | i | -0.2%[57.5 µM]
19	COc1ccc(C(C)=O)cc1CSc1nnc(C)s1
    5.8% | -2.0% | nt | -19.5% | -5.3% | nt | 12.8% | 1.7% | nt | nt | 0.4%
20	COc1ccc(N(CC(=O)Nc2ccc(C)cn2)S(=O)(=O)c2c(C)noc2C)cc1
    -5.7% | 0.0% | ? | 24.1% | 2.8% | ? | ? | -0.4% | i | i | -0.6%
21	CCC(=O)NCCCCNC(=O)CC
    5.3% | 4.3% | i | 4.7% | -2.9% | i | -9.5% | 0.6% | i | i | 0.1%
22	Nc1nnc(SCC(=O)Nc2ccc(F)c(Cl)c2)n1-c1ccccc1
    -4.1% | 0.0% | i | -3.6% | 10.1% | i | 24.1% | 1.8% | 2.49e-08M* | 3.04e-08M* | -0.6%
23	O=C1c2ccccc2C(=O)N1OCc1ccccc1
    -2.0% | -3.2% | ? | -5.8% | 2.4% | i | -10.5% | -23.3% | i | i | 0.1%

# 3 compounds from above, sorted by the number in Ub-GFP proteasome, high to low:
cpd	mol	Ub-GFP proteasome	Epigenetic mod	ERK AVP inh	Hsp90 Hop PPI	CRE Fsk mod	FLuc inh	4-MU autofl	A350 autofl
2	CC(C)OC(=O)c1cccc(C(=O)OCc2ccco2)n1	22.8%	1.1%	14.6%	-2.7%	?	-1.9%	?	?
7	CSc1ncc(Cl)c(C(=O)Nc2ccc(S(=O)(=O)N3CCOCC3)cc2)n1	0.0%	-2.7%	5.3%	-2.1%	-5.3%	-0.1%	i	i
6	CCOC(=O)C(C(=O)OCC)C1N=C(N)N=C2Oc3ccccc3N21 (stereo unspecified)	-6.5%	-1.2%	8.0%	-7.5%	-6.2%	5.2%	2.81e-07M*	4.2e-07M*

# Some values from the list.
# `COc1ccc(N(CC(=O)Nc2ccc(C)cn2)S(=O)(=O)c2c(C)noc2C)cc1` in Hsp90 Hop PPI → 2.8%
# `c1coc(-c2nnc3sc(C4CCCCC4)nn23)c1` in Epigenetic mod → -3.8%[20.6 µM]
# `CC(C)OC(=O)c1cccc(C(=O)OCc2ccco2)n1` in Ub-GFP proteasome → 22.8%

# Random excerpt: 3 compounds from above, in no set order.
# Below each SMILES – Ub-GFP proteasome | Epigenetic mod | Fluorescein fluor | ERK AVP inh | Hsp90 Hop PPI | Texas Red fluor | CRE Fsk mod | FLuc inh | 4-MU autofl | A350 autofl | HBB splicing
12	c1coc(-c2nnc3sc(C4CCCCC4)nn23)c1
    nt | -3.8%[20.6 µM] | i | nt | nt | i | nt | 0.0%[25.5 µM] | i | i | nt
15	COc1ccc(CCC(=O)N2c3ccccc3CC2C)cc1 (stereo unspecified)
    1.1% | 1.1% | i | 19.2% | 8.3% | i | 2.2% | -9.4% | i | i | 3.9%
19	COc1ccc(C(C)=O)cc1CSc1nnc(C)s1
    5.8% | -2.0% | nt | -19.5% | -5.3% | nt | 12.8% | 1.7% | nt | nt | 0.4%

# A portion of the library, so the mix of outcomes need not match the whole.
